Tb MetRS inh = blocks T. brucei methionyl-tRNA synthetase activity. AID 624268. inhibition, % at 11.9 µM. actives 0.4% (n = 360,000). purified T. brucei MetRS, ATP depletion, Kinase-Glo luminescence;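 active = inhibition above a per-plate cutoff of the control wells' mean inhibition plus 3 SD, cut at about 5.5% in these data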;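 also: 0% = DMSO wells median and 100% = median of wells with control inhibitor compound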
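Material – parasite MetRS enzyme · Medium – HEPES-MgCl2-KCl buffer plus DTT, spermine, BSA, pyrophosphatase · Reagent – ATP, methionine and E. coli bulk tRNA substrates · Times – 15 min enzyme-compound preincubation, 2 h reaction, 10 min detection, 25 °C · Measured by – luminescence of leftover ATP · Evaluation – percent inhibition relative to median high and low control wells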
CSN inh = inhibitors of human CSN-mediated cullin deneddylation; Q92905; Purified CSN, SCF-Nedd8-OG deneddylation, fluorescence polarization; inhibition, % at 12.5 µM; actives 0.38% (n = 360,000);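 active = pattern-corrected inhibition above about 35%, with an unprinted fluorescence ratio check between 0.5 and 1.5, limit read from the data, passing the limit was not always enough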;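 also: 0% = enzyme with substrate and 100% = substrate without enzyme; some results filed as inactive read as strong as hits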
Target sequence (Q92905 whole entry, looked up, one chain of several): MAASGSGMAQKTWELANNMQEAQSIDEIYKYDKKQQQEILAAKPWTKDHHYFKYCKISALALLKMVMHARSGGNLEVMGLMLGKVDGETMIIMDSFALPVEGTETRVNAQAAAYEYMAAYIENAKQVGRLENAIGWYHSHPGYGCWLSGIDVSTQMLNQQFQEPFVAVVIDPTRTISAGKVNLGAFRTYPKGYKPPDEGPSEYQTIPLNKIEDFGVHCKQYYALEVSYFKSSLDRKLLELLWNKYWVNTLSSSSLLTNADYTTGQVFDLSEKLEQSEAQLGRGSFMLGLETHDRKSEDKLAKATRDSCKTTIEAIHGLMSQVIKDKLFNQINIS
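Assay system: purified human Csn5 enzyme expressed in HEK293T cells; Input: 0.24 nM Csn5 enzyme, final concentration; Reagent: 10 nM SCFSkp2-Nedd8OG; Compound dosing: 12.5 µM single point; Times: reaction 90 min, room temperature; Technique: fluorescence polarization readout.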
LMPTP inh = LMPTP (human) inhibition; inhibition, % at 20 µM; actives 0.22% (n = 360,000); recombinant LMPTP-A, OMFP fluorogenic substrate, fluorescence intensity; P24666; AID 651560;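 active = compounds that cut the enzyme signal by at least half of the control window in the single-dose screen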;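 also: plate controls were DMSO wells with enzyme plus substrate for no effect and substrate without enzyme for full effect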
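Test system – LMPTP-A enzyme · Amount – LMPTP-A at 0.625 nM final in the reaction · Buffer or medium – Bis-Tris pH 6.0, DTT, detergent · Reagent – OMFP 400 µM · Doses – single 20 µM dose · Schedule – reaction 50 min, room temperature, dark · Detection – fluorescence intensity of OMFP turnover product · Evaluation – percent inhibition versus substrate-only and uninhibited controls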
NadD inh = NadD (S. aureus) enzyme inhibition; purified NadD enzyme, colorimetric absorbance read-out; inhibition, % at 20 µM; AID 602399; actives 0.78% (n = 360,000); in the data active = inhibition above about 26%; also: some compounds past the cut are filed as inactive
MsrA inh = inhibitors of bovine MsrA; purified bovine MsrA, absorbance read-out; AID 651718; inhibition, % at 15.5 µM; actives 0.75% (n = 360,000); in the data active = inhibition above about 4.5%;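 also: 0% = vehicle wells with enzyme and 100% = reference inhibitor wells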
STEP block = blocks human striatal-enriched tyrosine phosphatase | P54829 | recombinant STEP, OMFP fluorogenic substrate, fluorescence | inhibition, % at 20 µM | actives 0.25% (n = 360,000) | AID 588621;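 active = inhibition at 20 µM, scaled per plate between control wells, above about 37%, limit read from the data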;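 also: 0% = DMSO with enzyme and substrate and 100% = substrate only without enzyme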
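System: isolated STEP enzyme; schedule: 20 min enzyme reaction at room temperature, protected from light; medium: Bis-Tris buffer pH 6.0, 2.5 mM DTT, 0.005% Tween 20; signal: fluorescence, 480/540 nm; dosing: single compound dose of 20 µM, 1% DMSO final; also added: OMFP substrate, 25 µM final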
Rpn11 inh = Rpn11 (human) deubiquitinase inhibition. O00487. calls only at 20 µM. human 26S proteasome, Ub4-pepOG fluorescence polarization; 20S core pre-blocked with epoxomicin. actives 0.59% (n = 360,000);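 active = inhibition at 20 µM, scaled to each plate's controls, above about 33%, limit read from the data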
Target sequence (O00487 whole entry, looked up): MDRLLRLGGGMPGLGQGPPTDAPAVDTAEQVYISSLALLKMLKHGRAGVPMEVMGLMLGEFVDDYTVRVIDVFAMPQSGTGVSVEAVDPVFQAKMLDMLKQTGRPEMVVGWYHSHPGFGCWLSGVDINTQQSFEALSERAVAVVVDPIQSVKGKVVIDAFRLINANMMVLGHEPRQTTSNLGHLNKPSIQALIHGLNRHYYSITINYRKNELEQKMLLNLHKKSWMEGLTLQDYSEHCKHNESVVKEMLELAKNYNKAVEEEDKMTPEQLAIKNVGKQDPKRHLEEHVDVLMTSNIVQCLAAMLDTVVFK
Scp-1 inhibitor = inhibitors of human Scp-1 phosphatase; Recombinant Scp1, phosphopeptide, malachite green phosphate absorbance; inhibition, % at 20 µM; actives 0.88% (n = 340,000); AID 493091;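 active = inhibition above about 50% at 20 µM, limit read from the data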;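 also: plate controls were DMSO wells with enzyme for no effect and wells lacking enzyme for full effect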
Target sequence (Q9GZU7 76-261 limits assumed): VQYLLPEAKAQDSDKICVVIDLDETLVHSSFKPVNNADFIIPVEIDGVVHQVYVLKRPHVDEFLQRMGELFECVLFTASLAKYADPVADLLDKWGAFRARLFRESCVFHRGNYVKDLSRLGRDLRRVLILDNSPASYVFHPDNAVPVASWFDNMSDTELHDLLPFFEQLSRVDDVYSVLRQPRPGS
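Test system: SCP-1 phosphatase catalytic domain, residues 76-261; measured by: colorimetric phosphate reagent with accelerator and stabiliser, absorbance at 630 nm; timing: enzyme reaction 45 min at room temperature, colour 5 min, stabilisation 30 min; also added: Phosphorylated 17-residue peptide substrate; compound dosing: one concentration, 20 µM, with 1.0% DMSO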
DNMT1 inh = DNMT1 (human) enzyme inhibition; AID 588458; actives 0.83% (n = 360,000); P26358; inhibition (reported as % activation of signal), % at 10 µM; DNMT1 molecular beacon, Hinp1I cleavage, fluorescence; in the data active = inhibition above about 50%
SUMO1-SIM PPI = alters human SUMO1 binding to SIM partners | actives 0.33% (n = 360,000) | inhibition, % at 20 µM | SUMO1 binding to a labelled peptide, TR-FRET, 1 h | P63165; in the data active = inhibition above about 37%
Target sequence (P63165 whole entry, looked up): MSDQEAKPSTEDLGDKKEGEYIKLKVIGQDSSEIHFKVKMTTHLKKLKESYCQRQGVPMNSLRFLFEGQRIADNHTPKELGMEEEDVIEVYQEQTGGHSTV
Numbers without * were called inactive; i = inactive; x = no result given; + = active, no number. Compounds were not picked by outcome; about 3.9% have a hit in one of these screens.

SMILES	Tb MetRS inh	CSN inh	LMPTP inh	NadD inh	MsrA inh	STEP block	Rpn11 inh	Scp-1 inhibitor	DNMT1 inh	SUMO1-SIM PPI
CCN1CCN(C(C(=O)NC2CCCC2)c2cc3c(cc2[N+](=O)[O-])OCO3)CC1 (stereo not drawn)	-0.7	-5	-1.6	1	2.0	1	i	-1	-1	-9
Cc1ccc2nc(C)cc(C(=O)OCC(=O)Nc3c(C)n(C)n(-c4ccccc4)c3=O)c2c1	-0.9	-5	-1.7	-1	1.5	0	i	-5	3	-6
O=C(CN(Cc1ccc(F)cc1)C(=O)CCC(=O)Nc1ccccn1)NCCc1ccccc1	-0.2	3	-1.7	-5	-1.1	1	i	-9	0	5
CSc1nc2ccc3nc(NC(=O)c4ccc(C)cc4)sc3c2s1	-0.6	8	6.9	-2	-0.6	-5	i	-12	23	18
COc1ccc(CN2[C@@H](CC(C)=O)c3cc(C(F)(F)F)ccc3S2(=O)=O)cc1	-0.2	1	-1.6	-5	-0.3	1	i	-11	8	-1
COc1cc(NC(=O)COC(=O)c2cc(S(=O)(=O)N3CCCCC3)ccc2Cl)c(C)cc1[N+](=O)[O-]	-1.3	-5	2.6	9	-0.2	1	i	-4	1	2
CC(=O)c1c(C)[nH]c(C(=O)NCc2ccccc2F)c1C	-0.1	1	0.7	1	0.7	0	i	-6	0	4
Cc1cc(C(=O)Cn2nnc3ccccc3c2=O)c(C)n1Cc1cccs1	-1.2	-3	2.7	1	-0.9	2	i	-13	-6	-25
Cc1cccc(-n2ccnc2SCC(=O)Nc2nccs2)c1C	-1.7	-1	-0.1	4	-1.3	1	i	-7	4	-4
CN(C)c1ccc(NC(=O)c2ccc3c(c2)nnn3C)cc1	0.1	2	1.4	-1	0.6	1	i	3	-8	4
CCCCC[C@@H](C)N1C[C@H](COCc2ccccc2)Oc2cc(N3CC[C@@H](O)C3)ccc2S1(=O)=O	-0.1	-4	3.8	-12	0.1	x	x	x	x	-1
CC(C)[C@H](NC(N)=O)C(=O)Nc1ccc(Oc2ccccc2)cc1	-1.7	-3	0.1	-4	0.0	-2	i	5	6	3
CS(=O)(=O)c1sc(C#N)c2c1C(=O)CC(c1ccccc1)C2 (stereo not drawn)	-0.2	6	-0.5	-4	3.0	1	i	7	13	-31
c1ccc(CCOn2ccnc2)cc1	-0.9	-1	-2.4	-2	-0.2	-2	i	1	8	4
O=S1(=O)CCOCCN1Cc1ccccc1	-0.1	1	-1.2	-5	-0.1	0	i	3	7	2
O=C(NCc1ccc2c(c1)OCO2)c1ccc(COc2cc(Cl)ccc2Cl)o1	8.1*	-1	5.9	-4	1.0	-2	i	-9	-7	0
O=C(NCC1COc2ccccc2O1)c1ccccc1 (stereo not drawn)	-1.2	4	-2.4	-1	0.0	-3	i	3	1	2
Cc1ccc(NC(=O)CSCC(=O)Nc2ccccc2C(=O)NC2CC2)cc1	-0.1	-1	-0.7	0	-0.1	3	i	-6	1	10
COCCCNC(=S)Nc1ccc2nc(N3CCOCC3)cc(C)c2c1	-1.4	-1	0.0	-5	0.0	-1	i	-4	-6	-7
Cc1ccc(S(=O)(=O)N(C)C)cc1NC(=O)CN1C(=O)NC2(CCCCCC2)C1=O	-0.1	-3	-9.2	0	0.8	-4	i	-2	0	-9
CCc1cc(=O)oc2cc(OCC(=O)N3CCCc4ccccc43)ccc12	0.2	6	0.2	-4	2.5	-2	i	-7	2	-3
COc1ccccc1C(CNC(=O)C1CCN(C(=O)Nc2ccccc2)CC1)N1CCCC1 (stereo not drawn)	0.0	-2	-0.1	-5	1.4	0	i	-2	0	2
CCCCCC(=O)NC(CC(=O)OC)c1ccc2c(c1)OCO2 (stereo not drawn)	-0.4	-7	-1.4	-6	-0.8	3	i	-12	1	4
Cc1cc(C)c2c(c1)OC(=O)CC2c1ccc2c(c1)OCO2 (stereo not drawn)	-0.3	-4	2.4	-4	-0.1	0	i	-1	-10	5
CC(=O)Oc1ccc2c(c1)Oc1cc(OC(C)=O)ccc1C21OC(=O)c2ccccc21	0.5	-92	-0.9	0	x	-6	i	-5	+	i
The list goes on:
SMILES	Tb MetRS inh	CSN inh	LMPTP inh	NadD inh	MsrA inh	STEP block	Rpn11 inh	Scp-1 inhibitor	DNMT1 inh	SUMO1-SIM PPI
Cc1ccc(C)c(OCC(=O)N(Cc2ccccc2)c2c(N)n(Cc3ccccc3)c(=O)[nH]c2=O)c1	-0.3	1	0.2	4	-1.0	1	i	-6	-3	1
COc1cc(OC)cc(-c2nc3ccccc3c(=O)n2OC(=O)c2ccccc2C)c1	-0.5	0	3.5	-1	0.4	4	i	-14	3	10
Cc1c(C)n2c(SCC(=O)N3CCCCCC3)nnc2[nH]c1=O	-0.4	4	-0.8	3	0.7	2	i	-3	-1	-3
CSc1nc(-c2ccc(C)cc2)nc(C(Cl)Cl)n1	-0.7	-4	-1.6	9	x	-1	i	-4	10	1
CCCc1cc(=O)oc2c(C)c(OCC(=O)NCc3ccccn3)ccc12	-0.1	1	-2.0	-2	0.6	-2	i	-5	-1	-3
CC(C)C(=O)Nc1sc2c(c1-c1nc3ccccc3[nH]1)CCCC2	-0.1	8	1.4	17	1.5	1	i	11	-11	8
Cc1ccc(NC(=O)CSc2ccc(C(N)=O)cc2[N+](=O)[O-])cc1C	0.3	6	3.8	1	0.0	-2	i	-3	0	-6
CC(=O)OCC1OC(COC(C)=O)(c2ccc(C)cc2)C(OC(C)=O)C1OC(C)=O (stereo not drawn)	-0.3	1	-1.3	3	0.1	-2	i	-8	-2	4
CC1(C)NC(=O)N(CC(=O)N2CCN(c3cccc(Cl)c3)CC2)C1=O	-0.4	-6	-1.0	-2	x	1	i	-6	3	2
CCCOc1ccc(N/C=C/C(=O)c2cc(OC)c(OC)c(OC)c2)cc1	-0.4	2	4.3	1	1.1	6	i	-9	-4	-13
CCNC(=S)NNC(=O)c1ccccc1OC(F)F	0.0	-2	-1.6	0	-1.3	-7	i	-4	2	-3
C=CCNc1ncnc2sc(SC)nc12	-0.4	1	1.2	-7	0.9	2	i	-14	2	-3
Cc1cnc(C(=O)N(CC(C)C)c2c(N)n(CC(C)C)c(=O)[nH]c2=O)cn1	-0.5	-2	0.1	1	x	0	i	-4	2	-1
O=C(OCC(=O)N1CCN(c2ccccc2)CC1)c1cccc([N+](=O)[O-])c1	-0.8	0	0.1	-4	1.1	1	i	3	1	-41
CCOCCCNCC(=O)NCC1CCCCC1	0.2	-2	-0.1	-5	-0.7	-1	i	-11	-2	1
O=c1[nH][nH]c(C(F)(F)F)c1/C=N/N1CCOCC1	-0.3	-3	-4.0	-2	0.6	0	i	-2	1	0
Cc1ccc(-c2cc(C(=O)Nc3nn[nH]n3)c3ccccc3n2)cc1	-0.5	6	-1.0	22	2.1	-1	i	0	4	-4
CC(C)c1cccc(C(C)C)c1OC(=O)[C@H]1OC(c2ccc(Br)cc2)=C[C@@H]1c1ccc(Br)cc1	0.0	1	3.9	13	-0.3	0	i	-4	0	0
C=CCSc1nc(C)cc(C(=O)OCC)c1C#N	-1.2	2	0.6	-2	1.5	0	i	0	2	22
CCNc1sc(S(C)(=O)=O)nc1S(=O)(=O)c1ccc(Cl)cc1	0.0	7	-0.5	-2	3.1	1	i	-9	2	2
COc1cc(/C=N/Nc2nc(Nc3ccccc3)nc(N3CCCCC3)n2)ccc1OCC(=O)O	-0.4	5	1.1	28	2.3	-4	i	3	3	1
CCOC(=O)C1CCCN(C(=O)CCc2nnc(-c3ccc(C(C)=O)s3)o2)C1 (stereo not drawn)	0.1	4	0.4	6	1.4	-2	i	-1	3	-36
CCOC(=O)C(=O)NCC(c1cccs1)S(=O)(=O)c1ccc(Cl)cc1 (stereo not drawn)	-0.2	2	-2.0	6	-0.7	-1	i	1	0	-2
CC(Oc1cccc([N+](=O)[O-])c1)C(=O)NCCC1=CCCCC1 (stereo not drawn)	-0.3	0	-0.4	0	1.1	1	i	59*	-5	-18
COc1nccnc1NS(=O)(=O)c1ccc(N=Cc2c(C)[nH]n(-c3ccc(C)c(C)c3)c2=O)cc1	-3.7	2	0.8	24	2.3	2	i	-5	-1	-1

Next section; it opens with the 4 that closed the last part.
SMILES	Tb MetRS inh	CSN inh	LMPTP inh	NadD inh	MsrA inh	STEP block	Rpn11 inh	Scp-1 inhibitor	DNMT1 inh	SUMO1-SIM PPI
CCOC(=O)C1CCCN(C(=O)CCc2nnc(-c3ccc(C(C)=O)s3)o2)C1 (stereo not drawn)	0.1	4	0.4	6	1.4	-2	i	-1	3	-36
CCOC(=O)C(=O)NCC(c1cccs1)S(=O)(=O)c1ccc(Cl)cc1 (stereo not drawn)	-0.2	2	-2.0	6	-0.7	-1	i	1	0	-2
CC(Oc1cccc([N+](=O)[O-])c1)C(=O)NCCC1=CCCCC1 (stereo not drawn)	-0.3	0	-0.4	0	1.1	1	i	59*	-5	-18
COc1nccnc1NS(=O)(=O)c1ccc(N=Cc2c(C)[nH]n(-c3ccc(C)c(C)c3)c2=O)cc1	-3.7	2	0.8	24	2.3	2	i	-5	-1	-1
Cc1ccc(C(=O)N/N=C/C=C/c2ccccc2)cc1	1.3	4	-0.9	3	4.9*	5	i	-10	3	-11
O=C(CCc1nnc(Cc2ccc3c(c2)OCO3)o1)NC(c1ccccn1)C(F)(F)F (stereo not drawn)	-0.3	-4	-1.8	6	-0.4	-2	i	-1	-1	-1
O=C(COC(=O)CCC(=O)c1ccccc1)Nc1nnc(-c2ccccc2)o1	-0.5	-5	-0.6	7	-0.2	3	i	-11	2	5
COc1cccc(-c2cnc3c(NC(C)=O)cc(-c4ccncc4)cn23)c1	0.4	3	0.1	2	1.3	2	i	x	1	-21
Cc1cc(C)nc(SCc2cn3ccccc3n2)n1	-0.1	4	1.1	-10	-1.4	0	i	-7	-1	-4
O=C(Cn1c(=O)c2cccn2c2ccc(F)cc21)N1CCN(c2ccc(F)cc2)CC1	-0.7	-3	-0.3	0	-0.9	0	i	-5	-1	-5
O=C(Cn1cc2c(n1)CCCC2)N1CCOCC1	-1.4	-6	-0.4	2	0.3	3	i	-8	-1	-2
CC(C)C(=O)Nc1cccc(NC(=S)NC(=O)c2ccccc2Cl)c1	-1.0	-3	-0.2	-11	0.5	-2	i	-8	-7	1
O=C(O)c1cc(S(=O)(=O)NC(CO)C(O)c2ccc([N+](=O)[O-])cc2)ccc1Br (stereo not drawn)	-0.2	-1	-1.9	6	-0.4	1	i	-7	0	-13

Screening data from PubChem BioAssay.
